UBC13 inh = blocks human UBC13 polyubiquitin chain formation. P61088. TR-FRET. inhibition, % at 20 µM. hit rate 0.47% among 330,000. AID 485273; in the data active = inhibition above about 45%, passing the limit was not always enough
697 NFkB inh = inhibitors of the PMA/ionomycin-induced NF-kB reporter in 697 B cells; 697 B-cell NF-kB luciferase reporter, 16 h; inhibition, % at 4 µM; hit rate 0.33% among 330,000; in the data active = inhibition above about 35%
Jurkat NFkB inh = lowers PMA/ionomycin-induced NF-kB signal in Jurkat cells; PMA/ionomycin-induced NF-kB luciferase reporter, luminescence; inhibition, % at 4 µM; hit rate 0.53% among 330,000
Apaf-1 inh = human Apaf-1 inhibition; hit rate 0.71% among 330,000; inhibition, % at 20 µM; reconstituted apoptosome caspase-3 activity, DEVD-Rh110 fluorescence; O14727; AID 489030; active = inhibition of at least 40% at 20 µM;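 also: plate controls were DMSO wells for no effect and DEVD-CHO caspase inhibitor wells for full effect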
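Material: reconstituted apoptosome with Apaf-1, cytochrome c, caspase-9, procaspase-3, dATP; medium: pH 7.5 Hepes buffer with CHAPS, BSA, DTT; also added: cytochrome c and DEVD-Rh110 substrate; timing: 30 min plus 50 min, RT; signal: Rh110 fluorescence intensity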
EBI2 block = blocks human EBI2 receptor beta-arrestin signaling | hit rate 0.81% among 360,000 | EBI2 beta-arrestin recruitment, luminescence, 7a,25-OHC stimulated | P32249 | AID 651636 | inhibition, % at 5 µM; in the data active = inhibition above about 38%;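 also: enzyme fragment complementation signal reports receptor beta-arrestin coupling in cells; 0% = agonist plus DMSO wells and 100% = wells without agonist; some results beyond the cut were filed as inactive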
Target sequence (P32249 whole entry, looked up, the tested form may be a part): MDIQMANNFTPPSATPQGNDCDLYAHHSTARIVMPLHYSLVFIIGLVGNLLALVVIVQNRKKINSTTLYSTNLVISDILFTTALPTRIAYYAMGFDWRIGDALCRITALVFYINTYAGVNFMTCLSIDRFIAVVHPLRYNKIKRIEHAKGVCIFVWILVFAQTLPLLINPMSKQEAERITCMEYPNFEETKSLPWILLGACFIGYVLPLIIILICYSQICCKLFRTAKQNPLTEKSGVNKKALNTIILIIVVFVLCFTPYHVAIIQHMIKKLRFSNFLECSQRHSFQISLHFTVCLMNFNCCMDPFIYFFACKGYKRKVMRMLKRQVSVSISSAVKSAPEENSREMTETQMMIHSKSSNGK
SENP8 block = inhibitors of human SENP8 protease | Q96LD8 | purified SENP8, Z-RLRGG-aminoluciferin cleavage, luminescence | inhibition, % at 10 µM | hit rate 1.2% among 330,000 | AID 2540
Target sequence (Q96LD8 whole entry, looked up): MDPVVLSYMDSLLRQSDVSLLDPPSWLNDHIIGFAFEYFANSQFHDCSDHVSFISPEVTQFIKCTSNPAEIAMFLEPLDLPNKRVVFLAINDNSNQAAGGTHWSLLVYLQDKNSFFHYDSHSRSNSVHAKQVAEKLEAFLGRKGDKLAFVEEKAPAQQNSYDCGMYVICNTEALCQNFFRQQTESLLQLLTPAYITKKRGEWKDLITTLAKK
CCR6 antagonist = CCR6 (human) receptor antagonism; P51684; CHO-K1 CCR6 PathHunter beta-arrestin, luminescence, CCL20-stimulated; inhibition, % at 20 µM; hit rate 0.49% among 340,000;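 active = compounds whose inhibition of the agonist-driven luminescence signal at 20 µM reaches about 50%, limit read from the data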;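 also: cells stimulated with CCL20 at 14 nM final; plate controls were DMSO with CCL20 for no effect and DMSO without agonist for full effect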
Target sequence (P51684 whole entry, looked up): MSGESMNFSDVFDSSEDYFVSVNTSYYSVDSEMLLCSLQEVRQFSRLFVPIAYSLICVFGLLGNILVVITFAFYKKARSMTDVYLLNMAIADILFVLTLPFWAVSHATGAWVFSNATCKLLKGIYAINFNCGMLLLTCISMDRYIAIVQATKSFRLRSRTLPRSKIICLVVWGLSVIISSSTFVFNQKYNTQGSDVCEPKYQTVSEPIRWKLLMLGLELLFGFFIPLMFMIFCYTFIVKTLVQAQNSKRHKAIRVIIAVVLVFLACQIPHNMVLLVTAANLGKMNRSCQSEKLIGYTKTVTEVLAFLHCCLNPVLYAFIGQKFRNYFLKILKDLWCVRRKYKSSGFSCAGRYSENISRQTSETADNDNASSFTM
Gli-Sufu antag = antagonists of Gli-Sufu signaling | Sufu-KO-LIGHT fibroblasts, Gli luciferase reporter luminescence | inhibition, % at 5 µM | hit rate 0.74% among 340,000 | AID 588413;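 active = inhibition above about 55%, limit read from the data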;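 also: 0% = DMSO-treated cells and 100% = wells with medium but no cells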
The depositor's hits bear a star; x = no result given. Rule as the data show it, unless noted: active = inhibition above about 50%; inactive = the rest. The list is partial. The share of hits here may be higher or lower than overall.

SMILES | UBC13 inh | 697 NFkB inh | Jurkat NFkB inh | Apaf-1 inh | EBI2 block | SENP8 block | CCR6 antagonist | Gli-Sufu antag
COc1ccc(C2=NN(C(=O)CSc3nnc(-c4ccccc4F)o3)C(c3ccco3)C2)cc1 (stereo not given) | -14.2 | -12.8 | 1.5 | 15.9 | -9.6 | -8.5 | 8.7 | 25.0
CC1=CC(C)(C)n2c(O)c(N=NC(N)=S)c3c(C)c(C)cc1c32 | 34.7 | 34.1 | -7.5 | -18.6 | -0.1 | -4.5 | 19.0 | -6.4
CCOc1ccc(-n2cnc3c(=O)[nH]c(N)nc32)cc1 | -2.3 | 0.7 | 0.0 | -1.5 | -1.5 | -2.5 | 4.9 | -5.7
COc1ccc(NC(=S)N2CCN(C(=O)c3ccco3)CC2)cc1 | -4.5 | 8.6 | 2.2 | -0.6 | 6.6 | -7.0 | 11.7 | -13.7
COc1ccnc(CSC(N)=Nc2ccccc2OC)c1 | 1.5 | -4.8 | -0.1 | 17.7 | -13.0 | -0.4 | 28.9 | 3.3
Cc1nn(C)cc1C(=O)c1ccccc1 | 0.9 | 4.3 | -8.9 | -4.0 | 1.9 | 4.1 | -0.8 | -1.7
COc1ccccc1-n1nnnc1SCC(=O)Nc1ccc(C)c(N)c1 | -4.2 | 8.8 | -35.9 | 16.0 | -3.6 | -6.3 | -1.5 | 0.5
O=C(c1ccco1)N1CCN(c2nc(C3CC3)nc3c2nnn3Cc2ccccc2Cl)CC1 | -4.4 | 8.6 | 12.2 | 19.5 | 39.0 | 3.7 | 21.2 | 4.6
c1ccc(-c2c[nH]c3[n+]2CCCCC3)cc1 | 6.6 | -10.1 | 1.9 | 0.6 | -2.7 | 2.6 | -0.4 | 7.4
COc1cc2cc(Oc3ccc4ccc(=O)oc4c3)c(=O)oc2cc1OC(=O)C=C(C)C | 16.1 | 4.3 | 11.8 | -5.1 | x | -10.9 | x | x
Nc1nonc1-n1nnc(C(=O)N/N=C/c2cccc(F)c2)c1-c1ccc2c(c1)OCO2 | 0.0 | -17.5 | -4.1 | 7.2 | 16.3 | 1.3 | -8.9 | -3.8
Cc1ccc(C(=O)Nc2ccc3c(c2)C(=O)N(CC2CCCO2)C3=O)cc1 (stereo not given) | 8.7 | -35.5 | 14.2 | 3.2 | 29.2 | -0.2 | 10.1 | -8.2
Cc1cc(C)n2nc(SCC(=O)Nc3ccc(F)c(F)c3F)nc2n1 | 6.8 | 21.6 | 0.5 | -4.3 | -20.8 | -7.4 | 8.2 | 2.6
CN1CCC(N(C)C(=O)c2sc3cc(F)ccc3c2Cl)CC1 | 8.8 | -14.2 | -0.4 | -13.0 | -12.5 | -3.5 | 3.2 | 12.7
Cc1nnc(SCc2ccccc2)n(N)c1=O | 5.1 | 7.0 | 2.5 | -6.3 | -7.2 | 7.0 | -0.8 | -3.3

Single entries from the list.
For Jurkat NFkB inh, `COc1cc2cc(Oc3ccc4ccc(=O)oc4c3)c(=O)oc2cc1OC(=O)C=C(C)C` has the entry 11.8
For SENP8 block, `COc1ccnc(CSC(N)=Nc2ccccc2OC)c1` has the entry -0.4

(listing goes on)
SMILES | UBC13 inh | 697 NFkB inh | Jurkat NFkB inh | Apaf-1 inh | EBI2 block | SENP8 block | CCR6 antagonist | Gli-Sufu antag
O=C(NCC(c1ccco1)N1CCc2ccccc21)c1ccccc1Cl (stereo not given) | 0.6 | 10.6 | -6.3 | 7.9 | 2.2 | -5.2 | 19.5 | 0.6
N#Cc1ccccc1NC(=O)CSC1=Nc2ccccc2C2CC=NN12 (stereo not given) | 9.9 | 7.5 | -4.2 | 2.8 | -0.9 | 6.2 | 13.5 | 29.0
CCC(=O)/C=C1/Sc2ccc(OC)cc2N1CCO | 5.8 | -5.4 | 3.3 | -3.6 | -0.3 | -1.8 | 19.7 | -1.1
CCC(NC(=O)Nc1cc(OC)c(OC)c(OC)c1)(C(F)(F)F)C(F)(F)F | -1.8 | -3.8 | 0.8 | 5.3 | -2.9 | 8.4 | 2.1 | 8.7
COC(=O)Nc1ccc(S(=O)(=O)N2CCCC(C(=O)N3CCN(C)CC3)C2)cc1 (stereo not given) | -4.4 | 22.6 | 9.7 | -11.1 | -3.2 | 5.9 | 11.3 | 3.6
COC(=O)c1ccc(S(=O)(=O)N2CCCCCC2)n1C | -10.5 | -18.3 | 2.3 | -8.4 | -3.4 | -13.9 | 6.3 | 2.6
CCCCc1nnc(NC(=O)c2ccc(S(=O)(=O)N3CCOCC3)cc2)s1 | -7.6 | -7.0 | 1.2 | 8.3 | 2.5 | -8.4 | 12.2 | 0.3
Cc1ccc(C(=O)Nc2nnc(-c3ccncc3)s2)o1 | 1.3 | -6.6 | -9.3 | 6.9 | -7.0 | -7.0 | 3.1 | -7.2
C/C(=N/NC(=O)COc1cc(C)ccc1C(C)C)C(=O)O | -36.2 | -7.6 | -13.7 | -5.0 | -9.1 | -5.8 | 1.2 | 0.2
COc1ccc(C)cc1NC(=O)CSCc1ccccc1C | 2.9 | 3.0 | -8.8 | 16.5 | 2.3 | -4.8 | 21.7 | -0.5
CCOc1ccc(S(=O)(=O)N2CCN(CC(O)COc3cccc([N+](=O)[O-])c3)CC2)cc1 (stereo not given) | -10.8 | -6.0 | 18.8 | 11.5 | 6.1 | -3.5 | 4.7 | -9.1
Cc1ccc(NC(=O)C(C)N=C2NS(=O)(=O)c3ccccc32)cc1F (stereo not given) | -2.5 | -18.6 | -31.1 | -20.3 | 2.4 | 2.1 | 7.5 | -4.1
COc1cnn(-c2ccc(Br)cc2)c(=O)c1SCc1ccccc1 | -8.8 | -37.0 | -42.9 | 14.2 | 2.6 | -9.1 | 19.4 | -5.4
Cc1ccc([C@@H]2CC=C(C(=O)O)[C@H](c3ccc(Cl)cc3)N2S(=O)(=O)c2ccc(C)cc2)cc1 | -24.7 | 22.7 | -0.3 | 21.2 | 1.6 | 7.8 | 5.3 | -4.1
O=C(CN1C(=O)c2ccccc2C1=O)Nc1nc(-c2cccc([N+](=O)[O-])c2)cs1 | -3.9 | 26.6 | 6.4 | -2.5 | x | -1.0 | x | x
Cc1cccc(OC(C)C(=O)OCC(=O)Nc2sccc2C(N)=O)c1 (stereo not given) | -1.9 | 8.1 | 3.1 | -2.3 | -1.4 | 3.1 | -8.4 | 3.3
CCn1c(SCC(=O)Nc2ccc3c(c2)OCCO3)nnc1C(C)C | -3.0 | 13.1 | 7.2 | -2.2 | -8.9 | 7.2 | -0.9 | -11.9
Cc1cc(N2CCN(C)CC2)nc2ccc(NC(=S)NCCCN3CCN(C)CC3)cc12 | 3.3 | 1.7 | -18.8 | 12.0 | 2.9 | -8.2 | -4.6 | 20.2
Brc1cc2c(cc1-c1nc3ccccc3s1)OCO2 | -8.1 | -42.9 | -40.8 | 16.7 | 11.7 | -11.0 | 16.5 | -24.1
N/C(=N\OC(=O)c1ccco1)c1cccc(Br)c1 | 12.9 | -69.5 | -92.6 | -4.0 | -11.8 | 52.2* | -3.5 | 0.4
O=C(Cc1c(F)cccc1Cl)Nc1ncc([N+](=O)[O-])s1 | 5.2 | -47.4 | -20.6 | 0.1 | 12.3 | 39.6 | 25.5 | -21.1
CCOC(=O)N1CCN(C(=O)COC(=O)Cc2ccc(Cl)cc2)CC1 | 5.7 | 8.2 | 2.7 | 3.6 | -4.5 | -1.0 | -0.8 | -6.9
CC(C)COCc1ccc(O)c2ncccc12 | -10.7 | 3.2 | 8.2 | -0.7 | 44.4* | 0.8 | 32.9 | 20.7
CN(C)c1cccc(C(=O)NNC(=O)CSc2ccccc2)c1 | 8.6 | -12.2 | -11.9 | 5.8 | 8.8 | 0.5 | 3.2 | 28.9
COc1cc(NC(=O)CCc2c(C)[nH]c(=O)c(C#N)c2C)cc(OC)c1 | 8.3 | 5.3 | 6.5 | -3.4 | -1.9 | 2.6 | 3.6 | -6.2
COc1ccc(S(=O)(=O)N2CCOCC2)cc1Br | 4.5 | 4.5 | -1.7 | -10.7 | 5.7 | -1.0 | 18.9 | -3.4
CN(C(=O)COC(=O)c1cncc(Br)c1)C1CCS(=O)(=O)C1 (stereo not given) | 3.2 | 17.2 | -8.2 | -3.3 | -2.0 | 4.9 | -3.1 | -7.4
CCOc1ccc(CN(C)C(=O)CNC(=O)c2sc3ccccc3c2Cl)cc1 | -14.9 | 15.3 | -6.7 | 20.0 | 6.9 | -22.4 | 1.5 | -2.4
Cc1ccc(NS(=O)(=O)c2ccc(CCC(=O)N3CCCC3)cc2)cc1 | 3.0 | 3.8 | -5.5 | 8.8 | -8.5 | -9.1 | -12.1 | 8.1
CCOC(=O)c1c(C)[nH]c(C)c1S(=O)(=O)NCCCN1CCOCC1 | -0.6 | 2.2 | 1.4 | -2.6 | 1.0 | -7.0 | 8.1 | 3.2

In another format: entries from further up.
O=C(c1ccco1)N1CCN(c2nc(C3CC3)nc3c2nnn3Cc2ccccc2Cl)CC1
  UBC13 inh: -4.4 | 697 NFkB inh: 8.6 | Jurkat NFkB inh: 12.2 | Apaf-1 inh: 19.5 | EBI2 block: 39.0 | SENP8 block: 3.7 | CCR6 antagonist: 21.2 | Gli-Sufu antag: 4.6

c1ccc(-c2c[nH]c3[n+]2CCCCC3)cc1
  UBC13 inh: 6.6 | 697 NFkB inh: -10.1 | Jurkat NFkB inh: 1.9 | Apaf-1 inh: 0.6 | EBI2 block: -2.7 | SENP8 block: 2.6 | CCR6 antagonist: -0.4 | Gli-Sufu antag: 7.4

Additional structures:
SMILES | UBC13 inh | 697 NFkB inh | Jurkat NFkB inh | Apaf-1 inh | EBI2 block | SENP8 block | CCR6 antagonist | Gli-Sufu antag
Cc1ccc(O)c(C(=O)CC(=O)c2cccc(F)c2)c1 | -1.8 | -124.7 | -68.3 | 14.5 | -3.3 | -16.1 | 31.2 | 8.8
CN(CC(=O)Nc1ccc(Cl)c(Cl)c1)CC(=O)Nc1ccc2c(c1)OCO2 | 9.6 | 7.4 | 3.0 | 13.0 | 6.0 | -2.2 | -7.9 | 4.9
C=CCOc1c(Cl)cc(C2NC(=O)NC(C)=C2C(=O)OC)cc1Cl (stereo not given) | 5.5 | -25.7 | -0.7 | -11.9 | -3.5 | -1.9 | -2.9 | -0.3
COc1ccc(NC(=S)NCc2ccc(F)cc2)c(OC)c1 | 1.1 | -1.5 | 4.8 | -1.1 | -16.9 | 12.2 | 13.8 | -2.4
Cc1oc2c(CN3CCCC3)c(O)ccc2c(=O)c1-c1ccc(Br)cc1 | 16.3 | 1.2 | -6.6 | -19.6 | 10.2 | 11.0 | 9.6 | 6.3
O=C(N/N=C/C=C/c1ccccc1)c1ccncc1 | -5.3 | 6.0 | 1.7 | -7.1 | -12.3 | 1.1 | -5.9 | -4.6
COCCCNC(=O)CCc1c(C)nc2c(c(C)nn2-c2ccc(C)cc2)c1C | 3.5 | -5.7 | -23.0 | 4.2 | -1.9 | -7.8 | 8.5 | 7.7
O=C1CCCC2=C1C(Cc1ccccc1)C1=C(CCCC1=O)O2 | -7.2 | -5.4 | -2.1 | 6.8 | -1.0 | -9.4 | 5.2 | -1.0
CCOC(=O)c1cc(-c2ccc(C#N)cc2)nc2c1c(C)nn2CCC#N | 22.5 | -12.6 | -15.5 | 7.7 | -1.9 | -5.1 | 35.3 | 7.8
N#CC1=C(SCC(=O)Nc2nccs2)NC(=O)CC1c1ccccc1 (stereo not given) | -6.7 | 7.5 | 3.5 | -12.7 | -1.7 | 1.7 | 1.2 | -6.2
O=[N+]([O-])c1cccc(C=Nc2cccc3ccccc23)c1O | -94.6 | -19.2 | 15.3 | 93.4* | -2.4 | 85.5* | 13.5 | -16.4
Oc1cc(NCc2ccc(F)cc2)cc2cccnc12 | 8.8 | 1.7 | 3.2 | 13.0 | -11.7 | 10.4 | 16.6 | 22.8
C/C(=C(/NC(=O)c1ccccc1)C(=O)O)c1ccco1 | -9.7 | -3.6 | 3.4 | 6.0 | -12.2 | -11.3 | -14.9 | -7.2
CCCN(CCC)CCNc1c(N2CCN(C(=O)OCC)CC2)c(=O)c1=O | -3.3 | -6.8 | 0.7 | -9.6 | 0.4 | -11.0 | -0.2 | 14.3
O=S(=O)(N1CCCCC1)n1c(Cc2ccccc2)nc2ccccc21 | 13.1 | 14.5 | 13.9 | 7.3 | 8.4 | 11.0 | 10.9 | 10.1
